# NRP1-CendR mod = NRP-1/CendR interaction modulation; O14786; FAM-RPARPAR peptide binding to NRP-1, fluorescence polarization; inhibition, % at 25 µM; 0.85% of 360,000 active; AID 602438;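 active = inhibition or corrected inhibition above about 18%, plus a signal ratio from 0.5 to 1.5, limit read from the data, passing the limit was not always enough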; also: strong numbers were not always called active
# MsrA inhibitor = inhibitors of bovine MsrA; 0.75% of 360,000 active; AID 651718; inhibition, % at 15.5 µM; purified bovine MsrA, absorbance read-out; in the data active = inhibition above about 4.5%;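 also: 0% = vehicle wells with enzyme and 100% = reference inhibitor wells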
# SUMO1-SIM PPI = modulators of human SUMO1-mediated protein-protein interactions; P63165; SUMO1 binding to a labelled peptide, TR-FRET, 1 h; inhibition, % at 20 µM; 0.33% of 360,000 active; in the data active = inhibition above about 37%
# Scp-1 inhibitor = Scp-1 (human) phosphatase inhibition; Q9GZU7; Recombinant Scp1, phosphopeptide, malachite green phosphate absorbance; inhibition, % at 20 µM; 0.88% of 340,000 active;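 active = inhibition above about 50% at 20 µM, limit read from the data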;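 also: plate controls were DMSO wells with enzyme for no effect and wells lacking enzyme for full effect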
#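 Material – SCP-1 phosphatase catalytic domain, residues 76-261 · Buffer or medium – Acidic Tris acetate buffer with magnesium and detergent · Also added – Phospho 17-mer peptide substrate · Compound – single 20 µM dose, 1% DMSO · Times – 45 min room-temperature reaction, 5 min colour, 30 min stabiliser · Technique – Phosphate-binding colour reagent, absorbance read at 630 nm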
# MsrA act = bovine methionine sulfoxide reductase A activation; purified bovine MsrA, absorbance read-out; activation, % at 10.6 µM; 0.3% of 360,000 active; AID 602163; in the data active = activation above about 7.5%;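 also: 0% = vehicle and 100% = reference activator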
# E coli Lon inh = E. coli protease La inhibition | P0A9M0 | purified E. coli Lon protease, fluorescence polarization | inhibition, % at 7.94 µM | 0.42% of 360,000 active | AID 602123; in the data active = inhibition above about 13%, passing the limit was not always enough;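 also: 0% = enzyme with probe and DMSO and 100% = no enzyme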
# Target sequence (P0A9M0 whole entry, looked up): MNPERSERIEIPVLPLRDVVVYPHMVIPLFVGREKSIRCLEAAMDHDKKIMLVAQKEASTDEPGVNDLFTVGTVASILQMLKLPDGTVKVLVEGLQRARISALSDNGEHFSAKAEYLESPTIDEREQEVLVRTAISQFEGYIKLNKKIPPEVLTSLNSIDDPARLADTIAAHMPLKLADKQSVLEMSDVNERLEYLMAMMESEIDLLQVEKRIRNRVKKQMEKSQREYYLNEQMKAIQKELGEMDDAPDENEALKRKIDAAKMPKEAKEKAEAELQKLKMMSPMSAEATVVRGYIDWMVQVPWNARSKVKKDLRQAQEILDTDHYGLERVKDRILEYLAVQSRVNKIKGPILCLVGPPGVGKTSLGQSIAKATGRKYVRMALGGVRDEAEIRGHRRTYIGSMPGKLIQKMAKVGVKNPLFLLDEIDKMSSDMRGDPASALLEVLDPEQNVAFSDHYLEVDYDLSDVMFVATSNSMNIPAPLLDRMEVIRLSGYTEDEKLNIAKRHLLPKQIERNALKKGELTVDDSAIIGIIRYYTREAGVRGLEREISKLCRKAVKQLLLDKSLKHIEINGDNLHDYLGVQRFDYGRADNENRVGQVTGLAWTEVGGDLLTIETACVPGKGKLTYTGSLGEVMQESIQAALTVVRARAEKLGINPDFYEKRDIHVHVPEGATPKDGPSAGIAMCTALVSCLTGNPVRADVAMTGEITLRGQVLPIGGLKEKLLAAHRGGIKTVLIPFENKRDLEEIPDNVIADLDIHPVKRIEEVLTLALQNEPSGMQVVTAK
# LMPTP block = blocks human LMPTP phosphatase; recombinant LMPTP-A, OMFP fluorogenic substrate, fluorescence intensity; inhibition, % at 20 µM; 0.22% of 360,000 active; AID 651560;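 active = compounds that cut the enzyme signal by at least half of the control window in the single-dose screen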;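 also: plate controls were DMSO wells with enzyme plus substrate for no effect and substrate without enzyme for full effect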
# Target sequence (P24666 whole entry, looked up): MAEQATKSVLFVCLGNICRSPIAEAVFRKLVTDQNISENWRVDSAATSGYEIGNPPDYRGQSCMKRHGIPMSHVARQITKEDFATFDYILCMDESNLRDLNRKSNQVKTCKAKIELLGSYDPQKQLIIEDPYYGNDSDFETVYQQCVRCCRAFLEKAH
#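 Test system – LMPTP-A phosphatase enzyme · Quantity – 0.625 nM LMPTP-A final · Reagent – OMFP substrate, 400 µM final · Dosing – one test concentration per compound, 20 µM, with 3% DMSO overall · Timing – 50 min enzyme reaction at room temperature, protected from light · Detection – fluorescence intensity · Controls – substrate-only low control, DMSO enzyme-plus-substrate high control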
# STEP inh = inhibitors of human striatal-enriched phosphatase STEP | recombinant STEP, OMFP fluorogenic substrate, fluorescence | inhibition, % at 20 µM | 0.25% of 360,000 active | AID 588621;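 active = inhibition at 20 µM, scaled per plate between control wells, above about 37%, limit read from the data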;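 also: 0% = DMSO with enzyme and substrate and 100% = substrate only without enzyme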
#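 Material: STEP (striatal-enriched tyrosine phosphatase) enzyme, cell-free | Medium: 50 mM Bis-Tris pH 6.0 with 2.5 mM DTT and 0.005% Tween 20 | Read-out: Percent inhibition scaled to no-enzyme and uninhibited-enzyme controls, plate-pattern corrected | Signal: Fluorescence read at 480 nm ex / 540 nm em | Times: 20 min reaction, room temperature, in the dark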
# TbMetRS inhib = blocks T. brucei methionyl-tRNA synthetase activity. purified T. brucei MetRS, ATP depletion, Kinase-Glo luminescence. inhibition, % at 11.9 µM. 0.4% of 360,000 active;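 active = inhibition above a per-plate cutoff of the control wells' mean inhibition plus 3 SD, cut at about 5.5% in these data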;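 also: 0% = DMSO wells median and 100% = median of wells with control inhibitor compound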
#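 Dosing: 11.9 µM single point; system: parasite MetRS enzyme; technique: luminescence of leftover ATP; times: 15 min enzyme-compound preincubation, 2 h reaction, 10 min detection, 25 °C; replicates: each compound tested once; read-out basis: percent inhibition relative to median high and low control wells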
# DNMT1 block = DNMT1 (human) enzyme inhibition. DNMT1 molecular beacon, Hinp1I cleavage, fluorescence. inhibition (reported as % activation of signal), % at 10 µM. 0.83% of 360,000 active; in the data active = inhibition above about 50%
# The depositor's hits bear a star; x = no result given.
SMILES,NRP1-CendR mod,MsrA inhibitor,SUMO1-SIM PPI,Scp-1 inhibitor,MsrA act,E coli Lon inh,LMPTP block,STEP inh,TbMetRS inhib,DNMT1 block
O=C(Cc1ccccc1)Nc1cccc(-c2nnc(-c3ccco3)o2)c1,-22,0.4,-2,-15,-2,-8,0.2,2,-0.4,-7
O=C(Cn1cnc2c(cnn2-c2ccc(F)cc2)c1=O)NCC1CCCO1 (centres undefined),8,-0.2,1,-5,-2,-8,1.6,-1,-0.9,-4
CC(=O)c1cccc(NC(=O)CN(C)S(=O)(=O)c2cccc3nsnc23)c1,-3,0.6,-26,-2,-16,1,0.9,-1,-0.7,1
Cc1ccc(Sc2ncccc2C(=O)NCc2cc([N+](=O)[O-])ccc2O)cc1C,-4,-1.5,-3,-2,-2,-3,1.9,0,0.1,-2
Cc1cc(C(=O)Nc2ccccc2Cl)n(-c2ccccc2)n1,1,-0.8,9,-5,7,2,0.2,1,-0.7,0
Cc1ccc(Nc2nc(N)nc(CN3CCCCCC3)n2)cc1,-25,-0.2,6,-3,3,-7,0.8,-1,-0.3,-17
Cc1nc(NCCN)c(C#N)c2c1COC(C)(C)C2,-3,2.5,-1,-7,-14,-9,-1.9,-6,-1.6,0
COc1cc(CNCc2ccncc2)cc(Br)c1OCc1ccccc1F,-4,-1.1,0,3,-2,11,-1.3,0,-0.3,-1
Cc1ccc2c(C)c(C(=O)NCCN3CCOC3=O)oc2c1C,16,0.1,-3,-6,-2,5,-1.8,-2,0.0,1
CCCCN(C)C(=O)CNC(=O)c1nn(-c2ccc(OC)cc2OC)c(=O)c2ccccc12,-4,-0.5,-5,-3,-7,2,-1.4,-1,-1.5,-1
O=C(Nc1cccc(S(=O)(=O)N2CCCCCC2)c1)C1CCN(C(=O)c2ccc(F)cc2)CC1,-8,0.1,3,-12,0,-2,1.3,-3,-0.3,-1
Cc1nnsc1C(=O)N1CCCC(C(=O)c2ccc(C(F)(F)F)cc2)C1 (centres undefined),-10,-0.6,2,-8,-5,4,-0.7,3,-0.3,0
O=C(C[n+]1ccccc1)N/N=C/c1cc(Br)ccc1O,-4,1.4,-5,-19,-3,-6,-3.8,1,-0.2,0
O=C(COc1ccc(Cl)cc1)N(Cc1cccs1)C1CCS(=O)(=O)C1 (centres undefined),2,1.2,-4,-9,-1,3,0.8,-3,-0.5,3
Cc1cc2cc(CNC(=S)Nc3ccc(OC(F)(F)F)cc3)ccc2n1C,2,1.2,-71,3,-7,19*,1.9,-3,-1.0,57*
CC(C)(C)c1ccc(COc2ccsc2C(=O)O)cc1,-4,-0.2,0,-1,-10,-2,-0.5,1,-1.0,0
COc1ccc(OCCSc2nc3ccccc3n2CCC(=O)O)cc1,-3,0.1,3,3,-8,8,-2.6,1,-1.0,3
COc1ccc(NS(=O)(=O)c2ccc3c(c2)CCCN3C(C)=O)cc1,-4,-0.8,3,-4,-1,-4,0.2,1,0.3,1
Oc1ccccc1-c1cc(-c2cccc(F)c2)n[nH]1,-7,-0.2,3,31,-9,-1,1.7,-4,-1.1,-10
COC(=O)CSc1nnc(-c2c[nH]c3ccccc23)o1,-36,-0.1,-3,-8,1,-4,-1.1,-2,-0.3,0
CCCN(CCC)C1Sc2ccc(C(=O)OC)cc2NC1=O (centres undefined),-22,0.9,-4,-4,-2,5,-0.4,2,0.0,0
COc1ccc(-c2c(C)oc3cc(O)cc(O)c3c2=O)cc1OC,-5,0.7,10,-15,-1,-5,0.1,3,0.3,0
Cc1nnc(SC(C)C(=O)NC2CCCCC2C)n1N (centres undefined),6,-0.6,6,-1,-3,-3,-0.7,-1,-0.5,2
COC(=O)c1sccc1NC(=O)Nc1cccc(C)c1,-2,1.4,5,-11,-4,-4,1.4,1,-1.9,-2
COc1cc(/C=C/c2ccc3cccc(O)c3n2)cc(OC)c1OC,-7,0.9,4,-2,-1,6,1.3,3,0.5,-2
C=CCNC(=O)c1cc(-c2ccc3c(c2)OCO3)on1,6,0.8,2,-9,-1,-6,0.2,-1,0.6,-3
CC(CCc1ccccc1)NC(=O)Cc1ccc(Br)cc1 (centres undefined),-3,1.1,4,8,-7,-8,-1.2,-1,-0.4,2
Cc1cc(Nc2ccccc2Cl)nc(-c2ccccc2O)n1,0,1.4,0,-5,-5,-1,4.7,-2,0.1,2
COc1ccc(Cl)cc1/C=N/NC(=O)c1c(-c2ccccc2)noc1C,-8,0.9,53*,-2,-5,2,0.9,-2,0.1,-1
CCN(C(=O)C(C)Cl)c1ccccc1 (centres undefined),-5,-0.4,3,-4,-3,-5,0.3,-5,-0.3,-4
Cc1ccc(OCCCC(=O)Nc2nncs2)cc1,-13,-0.7,2,0,-5,0,-0.6,6,-0.3,-1
CCOc1ccc(NC(=O)N2CCN(c3nc4ccccc4s3)CC2)cc1,0,-0.5,-2,3,-4,1,-1.0,6,-1.4,3
CCN(Cc1ccccc1)c1ccc(/C=N/NS(=O)(=O)c2cccc([N+](=O)[O-])c2)cc1,11,4.1,-12,-1,-9,-6,0.3,2,-1.4,-4
Cc1cc(NC(=O)c2ccccc2)nc(C)n1,6,-0.1,1,-13,-2,-3,-1.2,-2,0.0,1
CSCCC(NC(=O)OCc1ccccc1)C(=O)NCc1cccnc1 (centres undefined),7,0.0,2,-10,0,9,-1.2,9,0.0,0
CCOc1ccc2nc(SCC(=O)c3ccc(O)cc3O)sc2c1,-6,0.2,10,-8,-2,-6,0.4,3,-0.2,-1
O=C(CSc1nncn1-c1ccccc1)Nc1cc(F)ccc1F,18,0.5,1,-3,-1,0,-1.6,0,-0.2,0
CCn1c(=O)c(C(=O)CN2CCN(S(=O)(=O)c3ccccc3)CC2)c(N)n(Cc2ccccc2)c1=O,-7,-0.3,-1,-3,0,1,-2.2,0,-0.6,-3
Cc1cc(C(=O)Cn2nc(C(=O)O)c3ccccc3c2=O)c(C)n1CCc1ccc(F)cc1,-24,-0.6,8,-7,-3,-7,3.9,-2,-0.5,-5
Cc1cccc(C2CC(c3ccccc3)=NN2c2ccc(S(N)(=O)=O)cc2)c1 (centres undefined),-7,2.2,0,x,-3,3,3.8,1,0.1,-15
O=C(COC(=O)c1cc([N+](=O)[O-])ccc1N1CCOCC1)NCCc1ccccc1,10,2.3,-27,-9,-4,2,0.8,0,0.1,0
Cc1ccc(C)c(NC(=O)COC(=O)COc2cccc3c2OC(C)(C)C3)c1,11,0.1,4,0,-3,-9,-0.2,1,0.2,-1
CCCSC(=O)N(CC)CC(=O)Nc1c(CC)cccc1CC,-3,x,-2,-13,-1,-5,0.1,-1,-0.6,2
COc1ccc(S(=O)(=O)Cc2ccc(C(=O)N3CCN(c4cccc(C)c4C)CC3)o2)cc1,-3,-1.2,0,-9,-2,-5,-0.9,-3,0.5,0
O=C1CCCC(O)=C1Sc1ccccc1C(=O)O,2,-0.6,13,57*,-3,-3,3.3,8,0.4,67*
COC(=O)c1ccsc1NC(=O)CCS(=O)(=O)c1ccccc1,10,1.5,0,-8,-3,15,1.0,1,0.1,0
COc1cc([N+](=O)[O-])ccc1NC(=O)C1CCCN(S(C)(=O)=O)C1 (centres undefined),7,2.5,-26,-7,-4,0,-1.0,1,-0.3,2
CC1(NC(=O)c2cc(S(=O)(=O)N3CCCCC3)ccc2Cl)CCS(=O)(=O)C1 (centres undefined),-13,0.0,2,-5,-6,10,-0.7,-3,0.5,3
CC1CCCN(CC(=O)Nc2ccc(S(=O)(=O)N3CCCCC3)cc2)C1 (centres undefined),2,0.7,-2,-5,-1,3,-0.4,-1,0.6,-9
COc1ccccc1OCCCCCNCCO,12,-0.9,-2,1,-3,-2,2.1,-1,-1.9,0

# Copied from the listing, 13 compounds:
SMILES,NRP1-CendR mod,MsrA inhibitor,SUMO1-SIM PPI,Scp-1 inhibitor,MsrA act,E coli Lon inh,LMPTP block,STEP inh,TbMetRS inhib,DNMT1 block
Oc1ccccc1-c1cc(-c2cccc(F)c2)n[nH]1,-7,-0.2,3,31,-9,-1,1.7,-4,-1.1,-10
COC(=O)CSc1nnc(-c2c[nH]c3ccccc23)o1,-36,-0.1,-3,-8,1,-4,-1.1,-2,-0.3,0
CCCN(CCC)C1Sc2ccc(C(=O)OC)cc2NC1=O (centres undefined),-22,0.9,-4,-4,-2,5,-0.4,2,0.0,0
COc1ccc(-c2c(C)oc3cc(O)cc(O)c3c2=O)cc1OC,-5,0.7,10,-15,-1,-5,0.1,3,0.3,0
Cc1nnc(SC(C)C(=O)NC2CCCCC2C)n1N (centres undefined),6,-0.6,6,-1,-3,-3,-0.7,-1,-0.5,2
COC(=O)c1sccc1NC(=O)Nc1cccc(C)c1,-2,1.4,5,-11,-4,-4,1.4,1,-1.9,-2
COc1cc(/C=C/c2ccc3cccc(O)c3n2)cc(OC)c1OC,-7,0.9,4,-2,-1,6,1.3,3,0.5,-2
C=CCNC(=O)c1cc(-c2ccc3c(c2)OCO3)on1,6,0.8,2,-9,-1,-6,0.2,-1,0.6,-3
CC(CCc1ccccc1)NC(=O)Cc1ccc(Br)cc1 (centres undefined),-3,1.1,4,8,-7,-8,-1.2,-1,-0.4,2
Cc1cc(Nc2ccccc2Cl)nc(-c2ccccc2O)n1,0,1.4,0,-5,-5,-1,4.7,-2,0.1,2
COc1ccc(Cl)cc1/C=N/NC(=O)c1c(-c2ccccc2)noc1C,-8,0.9,53*,-2,-5,2,0.9,-2,0.1,-1
CCN(C(=O)C(C)Cl)c1ccccc1 (centres undefined),-5,-0.4,3,-4,-3,-5,0.3,-5,-0.3,-4
Cc1ccc(OCCCC(=O)Nc2nncs2)cc1,-13,-0.7,2,0,-5,0,-0.6,6,-0.3,-1
